Bioassay records as filed in PubChem.
aSyn tox rescue – rescues yeast growth from alpha-synuclein toxicity | S. cerevisiae alpha-synuclein toxicity rescue, BacTiter-Glo growth, 24 h | 94,000 compounds, 0.02% hits | AID 1347070 | Potency, µM (highest dose often 46.1 µM), inactives show at the highest dose growth rescue (activation), actives largely listed as activators; active means well fitted activation curve with a large enough effect; inconclusive means small, poorly fitted or top-dose-only effect; further: 0% is about no effect
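Growth restoration measured by BacTiter-Glo luminescence after 24 hr at 30 deg C; alpha-synuclein yeast, raffinose-pregrown to mid-log, were added at OD600=0.02 in galactose medium onto pinned compounds.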
Active calls of the source: *; [ ] = remark or other dose. Potency means the concentration at half of the fitted maximal effect.

What do the screens show for `COC(=O)[C@]12C(=O)C(C)=C(O)[C@@]1(C)C(C)=CC1[C@@]34CC[C@@H](OC(C)=O)C(C)(C)C3C(C[C@]12C)OC4=O` (stereo partly specified)?
aSyn tox rescue: 1%

How did O=C(OCc1nnc(-c2ccccc2)o1)c1cc(S(=O)(=O)N2CCOCC2)ccc1F do in these assays?
aSyn tox rescue: -6%

How did COc1ccc(C(C(=O)NC2CCCC2)N(C(=O)c2ccco2)c2ccccc2OC)cc1 (stereo unspecified) do in these assays?
aSyn tox rescue: -5%

Results for Cc1sc(NC(=S)Nc2ccc(F)cc2)c(C(N)=O)c1C ?
aSyn tox rescue: -16%

Results for COc1ccc(-c2cn3nc(N4CCCC(C(=O)Nc5ccc(C)c(C)c5)C4)sc3n2)cc1 (stereo unspecified) ?
aSyn tox rescue: 8%

Results for CCOC(=O)C1CCN(C(c2cc(OC)c(OC)c(OC)c2)c2sc3nc(C)nn3c2O)CC1 (stereo unspecified) ?
aSyn tox rescue: -8%

How did Cn1cc(CN2CCC(CO)(CCCc3ccccc3)CC2)c(-c2ccccc2)n1 do in these assays?
aSyn tox rescue: 3%

How did CN(C)S(=O)(=O)c1ccc(C(=O)OCCc2ccccc2)cc1 do in these assays?
aSyn tox rescue: 6%

How did CCOC(=O)c1c[nH]n(-c2ccccc2)c1=O do in these assays?
aSyn tox rescue: -1%

How did COc1ccccc1N1CCN(CC(=O)N(CC(C)C)c2c(N)n(CC(C)C)c(=O)[nH]c2=O)CC1 do in these assays?
aSyn tox rescue: 8%

Results for Cc1ccc(NC(=O)COC(=O)c2ccc(C)c(S(=O)(=O)N3CCOCC3)c2)cc1 ?
aSyn tox rescue: 2%

How did COc1ccccc1N1CCN(C(=O)CCS(=O)(=O)c2ccc3c(c2)oc(=O)n3C)CC1 do in these assays?
aSyn tox rescue: 1%

Results for Cc1ccc(C(=O)O)cc1NC(=O)CSc1ncnc2sc3c(c12)CCC3 ?
aSyn tox rescue: -14%

Results for COc1cccc(NC(=O)c2sc3nc(C)c(C(=O)Nc4ccc(C)cc4C)c(-c4ccc(Br)cc4)c3c2N)c1 ?
aSyn tox rescue: 2%

What do the screens show for `Cc1ccc(NC(=O)C2CCCN(S(=O)(=O)c3cccc4cccnc34)C2)c(C)c1` (stereo unspecified)?
aSyn tox rescue: 1%

What do the screens show for `COCCCNc1ncnc2c1cnn2-c1ccc(F)cc1`?
aSyn tox rescue: -6%

How did COc1ccc(NS(=O)(=O)c2ccc(C)c(C(=O)NNC(=O)c3csc(N4CCOCC4)n3)c2)cc1 do in these assays?
aSyn tox rescue: -6%

Results for Cc1ccc(CCNC(=O)CCSCc2ccccc2F)cc1 ?
aSyn tox rescue: 3%

What do the screens show for `CCCN(CCC)Cc1c(C(=O)N/N=C/CCc2ccccc2)nnn1-c1nonc1N`?
aSyn tox rescue: 4%

Results for Cc1c2cnn(CC(=O)NC(C)C)c(=O)c2c(C)n1Cc1cccc(Cl)c1 ?
aSyn tox rescue: 5%

How did Cc1ccc2c(=O)c(C(=O)c3ccccc3)cn(CC(=O)Nc3ccccc3)c2n1 do in these assays?
aSyn tox rescue: 0%

Results for O=C(NCCOc1ccccc1)C(c1ccccc1)c1ccccc1 ?
aSyn tox rescue: 9%

How did CC(C)OC(=O)c1cccnc1SCC(=O)Nc1ccc(C(F)(F)F)cc1Cl do in these assays?
aSyn tox rescue: -1%

What do the screens show for `Cc1ccc2[nH]c3c(=O)n(CC(=O)N(CCN(C)C)Cc4ccccc4)ncc3c2c1`?
aSyn tox rescue: -6%

Results for Cc1cc(O)c(-c2ccnc3cc(-c4ccccc4)nn23)cc1Cl ?
aSyn tox rescue: 1%

Results for Cc1ccc(N(CC(=O)NCC2CCCO2)C(=O)CNS(=O)(=O)c2ccc(Cl)cc2)cc1 (stereo unspecified) ?
aSyn tox rescue: 4%

How did COc1ccc(-c2noc(CSc3nnc(-c4ccc(Cl)cc4)n3C)n2)cc1OC do in these assays?
aSyn tox rescue: -16%

How did Cc1ccc(S(=O)(=O)N2CCN(Cc3ccccc3)CC2)c(C)c1NS(C)(=O)=O do in these assays?
aSyn tox rescue: 10%

What do the screens show for `CCOc1ccc(CCNC(=O)CCc2nnc3ccc(N4CCCC4)nn23)cc1OCC`?
aSyn tox rescue: 0%

Results for O=C(/C=C/c1cccc2ccccc12)N1CCOCC1 ?
aSyn tox rescue: -1%

Results for Oc1ccc(NCc2ccccc2OCc2ccccc2Cl)cc1 ?
aSyn tox rescue: -21%

How did CCOc1ccccc1C(=O)Oc1c(S(=O)(=O)c2ccc(C)cc2)c(C)nn1-c1ccccc1 do in these assays?
aSyn tox rescue: -6%

What do the screens show for `COc1ccc(Cn2c(CNS(=O)(=O)c3ccc4c(c3)CCCC4)nc3cccnc32)cc1`?
aSyn tox rescue: -2%

What do the screens show for `O=C(CC1C(=O)N(c2ccc(F)cc2)C(=O)N1Cc1cccnc1)Nc1ccc(F)cc1` (stereo unspecified)?
aSyn tox rescue: -1%

Results for O=C1/C(=C/c2ccsc2)N2CCC1CC2 ?
aSyn tox rescue: 4%

What do the screens show for `CCC(=O)N=c1sc2ccccc2n1-c1ccccc1`?
aSyn tox rescue: -1%

How did CCCCCn1c(SCCOCC)nc2c1c(=O)[nH]c(=O)n2C do in these assays?
aSyn tox rescue: 2%

Results for Cc1nc(NC(=O)c2ccco2)sc1C(=O)O ?
aSyn tox rescue: -55%[inhibitor]

What do the screens show for `CCOc1ccccc1NC(=O)C1=C(C)Nc2ncnn2C1c1ccc(NC(C)=O)cc1` (stereo unspecified)?
aSyn tox rescue: -9%

Results for COc1ccc(NC(=O)Cn2c(SCc3c(F)cccc3Cl)nc3ccncc32)cc1OC ?
aSyn tox rescue: -2%

How did CCOC(=O)c1cc(-c2ccc(C)cc2)n(CC(=O)NCc2ccco2)c1C do in these assays?
aSyn tox rescue: -6%

What do the screens show for `COc1ccc(/C(C#N)=C/c2ccccn2)cc1`?
aSyn tox rescue: -1%

What do the screens show for `COc1ccc(CNC(=O)C2CCCN2CCc2ccccc2)cc1OC` (stereo unspecified)?
aSyn tox rescue: 2%

Results for COc1ccc(OC)c(CNC(=O)Cc2ccc(NC(=O)N3CCSc4ncccc43)cc2)c1 ?
aSyn tox rescue: -4%

How did Cc1c(CCOC(=O)C23CC4CC(CC(C4)C2)C3)sc[n+]1Cc1ccccc1 do in these assays?
aSyn tox rescue: -6%

What do the screens show for `O=C(CSc1n[nH]c(-c2ccccn2)n1)Nc1ccc(F)cc1`?
aSyn tox rescue: 0%

What do the screens show for `COc1ccc(NC(=O)c2c(-c3ccc(C)cc3)nnc3ccccc23)c(OC)c1`?
aSyn tox rescue: 7%

Results for Cc1ccc2[nH]c(=O)c3cc(C(=O)NCCc4ccc(Cl)cc4)sc3c2c1 ?
aSyn tox rescue: -3%

What do the screens show for `COc1ccc(SCc2cc(=O)c3cc(Cl)ccc3[nH]2)cc1`?
aSyn tox rescue: 1%

What do the screens show for `O=C(CCN1C(=O)c2ccccc2S1(=O)=O)Nc1cc(Cl)ccc1Cl`?
aSyn tox rescue: 3%

What do the screens show for `COc1cc2[nH]c(=O)n(Cc3ccc(C(=O)NC4CCN(Cc5ccccc5)CC4)cc3)c(=O)c2cc1OC`?
aSyn tox rescue: -4%

What do the screens show for `COc1cccc(-n2ccn(CC(=O)NCc3ccc(C)cc3)c(=O)c2=O)c1`?
aSyn tox rescue: -2%

What do the screens show for `COc1ccc(Cl)cc1-n1nnc(-c2nc(-c3ccccc3)no2)c1C`?
aSyn tox rescue: -3%

How did O=C(O)c1ccc(S(=O)(=O)c2ccc3c(c2)C(=O)N(NC(=O)c2ccc(O)cc2)C3=O)cc1 do in these assays?
aSyn tox rescue: 1%

What do the screens show for `Cc1cccc(OCC(=O)Nc2c(C(=O)N3CCN(c4ccccc4)CC3)oc3ccccc23)c1`?
aSyn tox rescue: -8%

What do the screens show for `O=C(Nc1ccccc1C(F)(F)F)N1CC=C(c2c[nH]c3ccccc23)CC1`?
aSyn tox rescue: -10%

How did COc1cccc(NC(=O)CN(CCc2ccccc2)S(=O)(=O)c2ccc(Cl)cc2)c1 do in these assays?
aSyn tox rescue: 4%

What do the screens show for `Cc1cccc(Cc2cnc(NC(=O)c3ccc4c(c3)CC(c3ccccc3)OC4=O)s2)c1` (stereo unspecified)?
aSyn tox rescue: 4%

How did Cc1ccccc1/C=N/n1c(-c2cc(-c3ccccc3)n[nH]2)n[nH]c1=S do in these assays?
aSyn tox rescue: -10%

How did CC1=C(c2ccc(C(C)C)cc2)S(=O)(=O)N=C1N1CCN(c2ccccc2F)CC1 do in these assays?
aSyn tox rescue: 2%

Quoted at random: two compounds from above, in no set order.
What do the screens show for `O=C(Nc1ccccc1C(F)(F)F)N1CC=C(c2c[nH]c3ccccc23)CC1`?
aSyn tox rescue: -10%

What do the screens show for `COc1cc2[nH]c(=O)n(Cc3ccc(C(=O)NC4CCN(Cc5ccccc5)CC4)cc3)c(=O)c2cc1OC`?
aSyn tox rescue: -4%

Further entries
How did Cc1cc(NC(=O)CC(C)C)cc(-c2nc3ncccc3o2)c1O do in these assays?
aSyn tox rescue: 0%

Results for COc1ccc(C(=O)Nc2nnc(S(=O)(=O)N3CCCCCC3)s2)cc1OC ?
aSyn tox rescue: -5%

What do the screens show for `COc1ccc(OCC(=O)NCC(c2ccc(Cl)cc2)N2CCCCC2)cc1` (stereo unspecified)?
aSyn tox rescue: 4%

What do the screens show for `CCOc1ccc(CCNC(=O)COC(=O)COc2ccc(Cl)cc2)cc1OCC`?
aSyn tox rescue: -7%

How did O=C(CCc1nc2ccccc2[nH]1)Nc1ccccc1F do in these assays?
aSyn tox rescue: -7%

Results for CC(C)Oc1cccc(C(=O)C2CCCN(Cc3cnn(C(C)C)c3)C2)c1 (stereo unspecified) ?
aSyn tox rescue: 7%

How did Cc1cccc(CNS(=O)(=O)c2ccc(-c3coc(C)n3)cc2)c1 do in these assays?
aSyn tox rescue: 4%

How did C=CCN(c1ccccc1)S(=O)(=O)c1cc2c(cc1C)NC(=O)CO2 do in these assays?
aSyn tox rescue: 0%

How did COc1ccc(Cl)cc1NC(=O)CSc1nc(-c2ccco2)cc(C(F)(F)F)n1 do in these assays?
aSyn tox rescue: inconclusive

Results for CCc1ccc2nc(N(CCN(CC)CC)C(=O)c3ccco3)sc2c1 ?
aSyn tox rescue: -7%

How did CCCCN1C(=O)/C(=C/C=C2/C=Cc3ccccc3N2CC)SC1=S do in these assays?
aSyn tox rescue: -17%

Results for Fc1ccc2c(c1)-c1nc(-c3ccccc3)cc(-c3ccccc3)c1CO2 ?
aSyn tox rescue: 0%

How did CCc1ccc(-n2c(=O)c3c4c(sc3n(CC(=O)N3CCC(C)CC3)c2=O)CCC4)cc1 do in these assays?
aSyn tox rescue: 1%

How did COc1cc(/C=N/NC(=O)C(C)Nc2n[nH]c(=O)[nH]c2=O)cc(OC)c1O (stereo unspecified) do in these assays?
aSyn tox rescue: 9%

How did CC(C)Oc1ccc(CNC(=O)C2CCCCN2S(=O)(=O)c2ccc(F)cc2)cc1 (stereo unspecified) do in these assays?
aSyn tox rescue: 2%

How did COc1ccccc1CNC(=O)CN1C(=O)CCc2cc(S(=O)(=O)N3CCCCC3)ccc21 do in these assays?
aSyn tox rescue: 3%

How did CC(Sc1n[nH]c(N)n1)C(=O)Nc1cccc(S(=O)(=O)N2CCOCC2)c1 (stereo unspecified) do in these assays?
aSyn tox rescue: 2%

Results for Cc1cc(C)c(NC(=O)Cn2c(=O)n(-c3ccc(F)cc3)c(=O)c3c(C)c(C(=O)N(C)C)sc32)c(C)c1 ?
aSyn tox rescue: -2%

Results for S=C1NCCNC(=S)NCCOCCOCCN1 ?
aSyn tox rescue: -1%

Results for Cc1cccc(-c2nnc(C3CCN(S(=O)(=O)c4cccc(Cl)c4)CC3)o2)c1 ?
aSyn tox rescue: inconclusive

How did O=c1c2ccccc2n(Cc2cccc(F)c2)c(=O)n1Cc1ccccc1Cl do in these assays?
aSyn tox rescue: 2%

Results for Nc1cc(=O)[nH]c(N2CCN(c3ccccc3)CC2)n1 ?
aSyn tox rescue: -9%

What do the screens show for `Cc1ccnc(NS(=O)(=O)c2ccc(NC(=O)COc3ccccc3)cc2)n1`?
aSyn tox rescue: 3%

How did Cc1ccccc1-c1noc(-c2ccc(N3CCCCC3)c([N+](=O)[O-])c2)n1 do in these assays?
aSyn tox rescue: 5%

What do the screens show for `Cc1ccc(NC(=O)Nc2nnc(N(C)Cc3ccccc3)s2)c(C)c1`?
aSyn tox rescue: -13%

How did O=C(NCc1ccccc1Cl)c1nnc(CS(=O)(=O)c2ccccc2)o1 do in these assays?
aSyn tox rescue: 5%

What do the screens show for `COc1ccccc1NC(=O)C/C(C)=N/NC(=O)C12CC3CC(CC(C3)C1)C2`?
aSyn tox rescue: 8%

What do the screens show for `COc1ccc(OC)c(CCNc2ncnc3onc(C)c23)c1`?
aSyn tox rescue: -8%

Of the compounds above, 9 contain an aryl thioether with sulfur outside any ring.
Results for Cc1ccc(C(=O)O)cc1NC(=O)CSc1ncnc2sc3c(c12)CCC3 ?
aSyn tox rescue: -14%

How did CC(C)OC(=O)c1cccnc1SCC(=O)Nc1ccc(C(F)(F)F)cc1Cl do in these assays?
aSyn tox rescue: -1%

How did COc1ccc(-c2noc(CSc3nnc(-c4ccc(Cl)cc4)n3C)n2)cc1OC do in these assays?
aSyn tox rescue: -16%

How did CCCCCn1c(SCCOCC)nc2c1c(=O)[nH]c(=O)n2C do in these assays?
aSyn tox rescue: 2%

Results for COc1ccc(NC(=O)Cn2c(SCc3c(F)cccc3Cl)nc3ccncc32)cc1OC ?
aSyn tox rescue: -2%

What do the screens show for `O=C(CSc1n[nH]c(-c2ccccn2)n1)Nc1ccc(F)cc1`?
aSyn tox rescue: 0%

What do the screens show for `COc1ccc(SCc2cc(=O)c3cc(Cl)ccc3[nH]2)cc1`?
aSyn tox rescue: 1%

How did COc1ccc(Cl)cc1NC(=O)CSc1nc(-c2ccco2)cc(C(F)(F)F)n1 do in these assays?
aSyn tox rescue: inconclusive

How did CC(Sc1n[nH]c(N)n1)C(=O)Nc1cccc(S(=O)(=O)N2CCOCC2)c1 (stereo unspecified) do in these assays?
aSyn tox rescue: 2%

The list is partial (hit frequency here may not be typical).
